# Assay outcomes as filed in PubChem BioAssay.
# CHRM5 antagonist – antagonists of human muscarinic M5 receptor (CHRM5). CHO-hM5 cells, Fluo-8 calcium fluorescence, ACh EC80. inhibition, % at 3 µM. 360,000 tested, 0.59% active. P08912. AID 624040;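 active = inhibition above a per-plate cutoff, the mean of that plate's test compounds plus 3 SD, cut at about 27% in these data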;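 note: 0% = acetylcholine EC80 with DMSO and 100% = DMSO without agonist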
# Target sequence (P08912 whole entry, looked up): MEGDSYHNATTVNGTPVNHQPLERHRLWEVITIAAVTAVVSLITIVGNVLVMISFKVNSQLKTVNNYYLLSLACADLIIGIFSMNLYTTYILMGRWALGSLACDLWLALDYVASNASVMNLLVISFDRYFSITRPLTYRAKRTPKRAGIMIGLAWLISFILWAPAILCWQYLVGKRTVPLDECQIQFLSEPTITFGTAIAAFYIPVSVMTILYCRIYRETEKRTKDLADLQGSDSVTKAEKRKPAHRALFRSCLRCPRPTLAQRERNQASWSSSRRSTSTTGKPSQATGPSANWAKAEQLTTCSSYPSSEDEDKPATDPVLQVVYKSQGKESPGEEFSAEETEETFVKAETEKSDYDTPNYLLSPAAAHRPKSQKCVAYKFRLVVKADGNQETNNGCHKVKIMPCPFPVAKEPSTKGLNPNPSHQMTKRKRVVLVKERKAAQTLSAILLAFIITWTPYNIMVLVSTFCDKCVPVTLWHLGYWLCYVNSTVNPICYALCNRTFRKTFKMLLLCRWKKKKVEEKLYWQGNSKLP
# M5 PAM – positive allosteric modulators of human muscarinic M5 receptor; 360,000 tested, 0.3% active; CHO-K1 hM5, Fluo-8 calcium, ACh EC20 PAM; 0% = ACh EC20, 100% = ACh EC100; activation, % at 3 µM; AID 624038;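 active = activation above the run cutoff, the mean activation of all test compounds plus 3 SD, cut at about 18% in these data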
#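 system = human M5 receptor in CHO-K1 cells | compound = one concentration, 3 µM final (nominal) | schedule = Post-acetylcholine fluorescence recording 140 s | signal = Fluo-8 calcium dye fluorescence, kinetic read | benchmarks = low control EC20 acetylcholine (0%), high control EC100 acetylcholine (100%) | repeats = singlicate, one well per test compound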
# CHRM1 agonist – agonists of human M1 muscarinic receptor. P11229. CHO-K1 hM1, Fluo-8 calcium fluorescence, agonist mode; 0% DMSO, 100% acetylcholine EC100. activation, % at 3 µM. 360,000 tested, 0.33% active. AID 588814;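 active = activation above the run's mean compound activation plus 3 SD, cut at about 16% in these data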;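 note: peak over basal fluorescence ratio within a 140 s kinetic read after compound addition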
# CHRM4 antagonist – blocks acetylcholine activation of human M4 receptor | 360,000 tested, 0.73% active | CHO-hM4 cells, ACh EC80, Fluo-8 calcium fluorescence | inhibition, % at 3 µM;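 active = inhibition above its plate's cutoff, the mean inhibition of sample wells plus 3 SD, cut at about 27% in these data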;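 note: 0% = acetylcholine EC80 with DMSO and 100% = DMSO without agonist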
# M1 antag – antagonists of human M1 muscarinic receptor; inhibition, % at 3 µM; 360,000 tested, 1.3% active; CHO-K1 hM1, Fluo-8 calcium fluorescence, ACh EC80 antagonist; AID 588852;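 active = percent inhibition above its own plate's cutoff, namely the mean of that plate's compound wells plus 3 SD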;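 note: peak over basal fluorescence ratio during 140 s after agonist addition; 0% = ACh EC80 plus DMSO and 100% = DMSO alone without agonist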
# CHRM4 agonist – agonists of human muscarinic M4 receptor (CHRM4). activation, % at 3 µM. P08173. 360,000 tested, 0.14% active. CHO-K1 hM4/Gqi5, Fluo-8 calcium fluorescence; vehicle 0%, full acetylcholine response 100%;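 active = activation above the run mean over all test wells plus 3 SD, cut at about 32% in these data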;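 note: peak over basal fluorescence ratio per well then scaled between controls; 0% = DMSO wells and 100% = acetylcholine at EC100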
# TAAR1 ag – agonists of human TAAR1; Q96RJ0; CHO RD-HGA16 TAAR1, Fluo-8 calcium fluorescence; vehicle wells 0%, saturating PEA agonist 100%; activation, % at 3 µM; 360,000 tested, 0.99% active;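 active = activation above the mean activation of all test compounds in the run plus 3 SD, cut at about 38% in these data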
# Target sequence (Q96RJ0 whole entry, looked up): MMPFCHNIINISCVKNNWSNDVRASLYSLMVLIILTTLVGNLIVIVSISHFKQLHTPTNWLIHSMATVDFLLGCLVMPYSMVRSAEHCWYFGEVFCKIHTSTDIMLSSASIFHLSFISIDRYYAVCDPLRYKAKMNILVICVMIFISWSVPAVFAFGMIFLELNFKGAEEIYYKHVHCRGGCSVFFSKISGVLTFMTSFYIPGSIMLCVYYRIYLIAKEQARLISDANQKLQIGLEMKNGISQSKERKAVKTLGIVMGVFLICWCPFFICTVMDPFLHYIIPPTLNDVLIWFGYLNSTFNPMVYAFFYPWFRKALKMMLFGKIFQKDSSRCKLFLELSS
#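 Test system: RD-HGA16 (CHO) cells co-expressing Gα16 and hTAAR1 | Doses: Single dose, 3 µM | Schedule: 17-24 h seeding, 75 min 37 °C dye, 30 min RT | Evaluation: % activation from peak over basal fluorescence ratio, DMSO-to-PEA scaled | Technique: Kinetic Fluo-8 calcium fluorescence | Benchmarks: Low control DMSO, high control PEA (EC100)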
# M1 PAM – potentiates human M1 receptor response to acetylcholine; CHO-K1 hM1, Fluo-8 calcium fluorescence, ACh EC20; 0% = ACh EC20, 100% = maximal ACh; 360,000 tested, 0.088% active; activation, % at 3 µM; in the data active = activation above about 19%, passing the limit was not always enough
# M5 ag – CHRM5 agonism in calcium assay | P08912 | CHO-K1 hM5 cells, Fluo-8 calcium fluorescence; 0% DMSO wells, 100% maximal acetylcholine response | activation, % at 3 µM | 360,000 tested, 0.19% active;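 active = activation above the run's mean over test compounds plus 3 SD, cut at about 23% in these data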;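 note: signal is peak over basal fluorescence ratio across the kinetic read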
# * = called active by the depositor; / = no result given. The list is partial, so the mix of outcomes need not match the whole.
# Abbreviations: A = CHRM5 antagonist; B = M5 PAM; C = CHRM1 agonist; D = CHRM4 antagonist; E = M1 antag; F = CHRM4 agonist; G = TAAR1 ag; H = M1 PAM; I = M5 ag
O=c1[nH]c(=S)[nH]c(O)c1C(c1ccccn1)c1c(O)[nH]c(=S)[nH]c1=O
  A = 3	B = -4	C = -4	D = 7	E = -13	F = 1	G = 1	H = 11	I = -2

O=[N+]([O-])NC1=NCCN1Cc1ccc(Cl)nc1
  A = -8	B = 4	C = -1	D = -14	E = -25	F = 1	G = 0	H = 4	I = 0

CC(O)(CS(=O)(=O)c1cccc(C(F)(F)F)c1)C(=O)Nc1ccc(C(F)(F)F)cc1 (stereo not drawn)
  A = -7	B = -1	C = -2	D = -4	E = -1	F = 4	G = 9	H = -1	I = 1

Cc1ccc2c(c1)CC1(CN2C)C(=O)NC(=O)N(c2ccccc2C)C1=O (stereo not drawn)
  A = -2	B = -5	C = -2	D = 0	E = 0	F = 1	G = 10	H = 2	I = -3

CC1CCCN(c2ccc(C(=O)N3CCC4(CC3)OCCO4)cc2[N+](=O)[O-])C1 (stereo not drawn)
  A = -4	B = 6	C = -7	D = -7	E = -1	F = 2	G = 3	H = 4	I = -2

Cc1ccsc1C(=O)C1CCCN(Cc2cc3ccccc3o2)C1 (stereo not drawn)
  A = 6	B = -5	C = -5	D = -9	E = -14	F = 0	G = -1	H = 2	I = -16

Clc1ccccc1Nc1ncnc(-n2cccc2)n1
  A = -9	B = -2	C = -4	D = 10	E = 1	F = -2	G = 17	H = 4	I = -3

CCCCCCOc1ccc(CN2CCN(C)CC2)cc1
  A = 3	B = -7	C = -10	D = 14	E = 11	F = 4	G = 14	H = -10	I = -5

CCC[N+]12CCC(CC1)C(C(O)(c1ccccc1)c1ccccc1)C2 (stereo not drawn)
  A = 28*	B = -34	C = -9	D = 10	E = 60*	F = 0	G = 3	H = -24	I = -18

O=C1COc2ccc(C(=O)COC(=O)Cc3ccccc3)cc2N1
  A = 1	B = -7	C = -2	D = -15	E = -3	F = 6	G = 7	H = 3	I = 2

COC(=O)C1=C(c2cccc(OC)c2OC)C[C@@H]2CC[C@H]1N2C(=O)N1CCCC1
  A = 8	B = 1	C = -5	D = -2	E = 3	F = 1	G = 4	H = 4	I = 3

Cc1ccc(-n2c(O)c(/C=N/N3CCCCC3c3cccnc3)c(=O)[nH]c2=S)cc1 (stereo not drawn)
  A = 0	B = 6	C = -5	D = -3	E = 5	F = 1	G = 6	H = 5	I = 1

CCCC(=O)NC1=C(N2CC2)C(=O)C(NC(=O)CCC)=C(N2CC2)C1=O
  A = 5	B = 15	C = 1	D = -2	E = -23	F = 0	G = 5	H = 13	I = -1

COc1ccc(Nc2ncc(C(=O)N3CCC4(CC3)OCCO4)c3ccccc23)cc1
  A = 2	B = -9	C = -4	D = 3	E = 4	F = 7	G = 9	H = -2	I = -2

COCCCn1c(N)c(C(=O)NCCC(C)C)c2nc3ccccc3nc21
  A = 4	B = -5	C = -2	D = 11	E = -5	F = 3	G = 7	H = 8	I = 0

# The final five compounds of the section before come first, to join the parts.
# Abbreviations: A = CHRM5 antagonist; B = M5 PAM; C = CHRM1 agonist; D = CHRM4 antagonist; E = M1 antag; F = CHRM4 agonist; G = TAAR1 ag; H = M1 PAM; I = M5 ag
COC(=O)C1=C(c2cccc(OC)c2OC)C[C@@H]2CC[C@H]1N2C(=O)N1CCCC1
  A = 8	B = 1	C = -5	D = -2	E = 3	F = 1	G = 4	H = 4	I = 3

Cc1ccc(-n2c(O)c(/C=N/N3CCCCC3c3cccnc3)c(=O)[nH]c2=S)cc1 (stereo not drawn)
  A = 0	B = 6	C = -5	D = -3	E = 5	F = 1	G = 6	H = 5	I = 1

CCCC(=O)NC1=C(N2CC2)C(=O)C(NC(=O)CCC)=C(N2CC2)C1=O
  A = 5	B = 15	C = 1	D = -2	E = -23	F = 0	G = 5	H = 13	I = -1

COc1ccc(Nc2ncc(C(=O)N3CCC4(CC3)OCCO4)c3ccccc23)cc1
  A = 2	B = -9	C = -4	D = 3	E = 4	F = 7	G = 9	H = -2	I = -2

COCCCn1c(N)c(C(=O)NCCC(C)C)c2nc3ccccc3nc21
  A = 4	B = -5	C = -2	D = 11	E = -5	F = 3	G = 7	H = 8	I = 0

CCCCCCn1c(O)c(C=Nc2ccccc2N2CCOCC2)c(=O)[nH]c1=S
  A = 8	B = -1	C = 4	D = 10	E = -15	F = 1	G = 2	H = 19	I = 0

CCC(C)/C=C(C)/C=C/C1=CC2=C(Cl)C(=O)C(C)(OC(C)=O)C(=O)C2=CO1 (stereo not drawn)
  A = 2	B = -5	C = -10	D = 10	E = 3	F = 0	G = /	H = -1	I = -1

CC1(C)C2([N+](=O)[O-])CN3CC1([N+](=O)[O-])CN(C2)C3c1cccnc1 (stereo not drawn)
  A = 5	B = 4	C = 3	D = -9	E = -26	F = 1	G = 1	H = 24	I = 1

CCC(=Nc1ccc(OC)cc1OC)c1c(O)n(C)c(=O)n(C)c1=O
  A = -2	B = -1	C = -2	D = -1	E = 4	F = 3	G = 10	H = -1	I = 0

COC(=O)C1=C(c2ccc(OC)c(OC)c2)C[C@@H]2CC[C@H]1N2C(=O)N1CCc2cc(OC)c(OC)cc2C1
  A = 2	B = 3	C = -4	D = 0	E = -3	F = 0	G = 23	H = 5	I = 3

CCCCCn1c(=O)c(C(=O)Nc2cc(C)ccn2)c(O)c2ccccc21
  A = 14	B = -2	C = 6	D = -1	E = -10	F = 0	G = 0	H = 8	I = -2

COc1ccc2c3c1OC1C(=O)CC[C@@]4(O)[C@@H](C2)N(C)CC[C@]314 (stereo partly drawn)
  A = 2	B = 0	C = 4	D = -4	E = -15	F = 1	G = 1	H = 15	I = 4

O=c1[nH]c(=S)n(-c2ccccc2)c(O)c1/C=N/N1CCOCC1
  A = 12	B = -9	C = -5	D = 7	E = 2	F = 12	G = 4	H = -6	I = 1

N=c1sccn1Cc1ccccc1F
  A = 3	B = -7	C = 17*	D = -17	E = 3	F = 2	G = 4	H = -8	I = -8

O=C1CC2OCC=C3CN4CCC56c7ccccc7N1C5C2C3CC46O (stereo not drawn)
  A = -1	B = -2	C = -2	D = -7	E = 0	F = 1	G = 2	H = 5	I = 1

COc1ccc(-n2c(SCCN(C)C)nc3ccccc3c2=O)cc1
  A = 2	B = 5	C = -6	D = -14	E = -13	F = 1	G = 0	H = 3	I = -11

CCCN(CC#CCOc1ccc(OC)cc1)CCC
  A = 5	B = -10	C = -5	D = 14	E = 11	F = 0	G = 12	H = -14	I = -12

O=C(CCN1CC=C(c2ccccc2)CC1)NCc1ccccc1
  A = -4	B = 0	C = -8	D = 3	E = -12	F = 2	G = 5	H = 4	I = -2

CCN(CC)C(=O)Cn1cc(/C=C2\C(=O)NC(=O)N(c3ccccc3F)C2=O)c2ccccc21
  A = 4	B = 0	C = -2	D = 3	E = -8	F = 1	G = 1	H = 14	I = -1

CCOC(=O)c1c(NC(=O)C(c2ccccc2)c2ccccc2)sc2c1C1CCN2CC1
  A = 6	B = -7	C = -3	D = -1	E = 4	F = 0	G = 5	H = -3	I = -1

O=C(COc1ccc2ccccc2c1)N1CCN(Cc2c[nH]c3ccccc23)CC1
  A = 12	B = -2	C = 6	D = 8	E = -19	F = 16	G = 31	H = 0	I = 1

CN(CCOc1ccc(C=C2C(=O)NC(=O)NC2=O)cc1)c1ccccn1
  A = 7	B = 1	C = -7	D = 1	E = 16	F = 0	G = 2	H = -7	I = -10

O=C1NC(=O)C(C2CCCCCC2)C(=O)N1
  A = 1	B = 5	C = 3	D = -18	E = -30	F = 1	G = 1	H = 26*	I = 3

COC[C@]12CN(C)C3C4[C@H](OC)[C@H]1C3([C@@H](OC)C[C@H]2O)[C@@H]1C[C@@]2(O)[C@H](OC(=O)c3ccccc3)[C@@H]1[C@]4(OC(C)=O)[C@@H](O)[C@@H]2OC
  A = 8	B = -5	C = -3	D = -8	E = -7	F = 1	G = /	H = 6	I = 3

O=C(c1ccc(F)cc1Cl)N1CCC2(CC1)OCCO2
  A = 12	B = -6	C = -5	D = 8	E = -3	F = 0	G = -1	H = 5	I = 3

Cn1c(O)c(/C=C2/C=CC=N2)c(=O)[nH]c1=O
  A = 2	B = 7	C = -4	D = 4	E = -8	F = 0	G = -1	H = 5	I = -3

COc1ccc(NC(=O)c2cn(CCC#N)nc2-c2cccc(Br)c2)cc1
  A = 4	B = 10	C = -3	D = -1	E = -9	F = 3	G = 8	H = 8	I = 0

COc1ccc(-n2c(O)c(C(C)=NC3CC3)c(=O)[nH]c2=O)cc1
  A = 2	B = -3	C = -3	D = 2	E = 14	F = 0	G = 8	H = -3	I = 0

COc1ccc(C2SCC(=O)Nc3c2c(C)nn3-c2ccccc2)cc1 (stereo not drawn)
  A = -10	B = -5	C = -4	D = -6	E = -4	F = 1	G = 20	H = 1	I = -1

CCOc1ccc(-n2c(-c3cccs3)nc3ccccc3c2=O)cc1
  A = -13	B = 4	C = -5	D = 13	E = -2	F = 0	G = 3	H = 2	I = 0

Cc1cc(C)cc(-n2c(C)cc(/C=C3\C(=O)NC(=O)N(C)C3=O)c2C)c1
  A = 3	B = 0	C = -4	D = 1	E = 1	F = 0	G = 38*	H = 0	I = 1

Cc1nn(CC(=O)N2CCC3(CC2)OCCO3)c(=O)c2cc3ccccc3n12
  A = 18	B = 1	C = -1	D = 2	E = -25	F = 2	G = 4	H = 16	I = 1

O=c1c2ccccc2nc(-c2ccccc2)n1-c1ccccn1
  A = 10	B = 1	C = 7	D = -1	E = -1	F = 3	G = -1	H = 11	I = -3

CN1CCN(c2cn[nH]c(=O)c2Cl)CC1
  A = -4	B = -8	C = -14	D = -7	E = -2	F = 1	G = 7	H = 5	I = -11

CCC1CO/C(=C(\C(Cl)=C(Cl)Cl)[N+](=O)[O-])N1Cc1ccc(Cl)nc1 (stereo not drawn)
  A = 14	B = -2	C = -5	D = 0	E = -5	F = 0	G = 4	H = 7	I = -2

C=CCc1cc(C=C2C(=O)NC(=O)NC2=O)cc(OC)c1OCc1ccc(C(=O)O)cc1
  A = 5	B = 3	C = -4	D = 9	E = -6	F = 1	G = /	H = 5	I = -2

Cc1cccc(NC(=O)[C@@H](NC(=O)N2C[C@H]3C[C@@H](C2)c2cccc(=O)n2C3)C(C)C)c1
  A = -4	B = 9	C = -4	D = -19	E = -15	F = 1	G = 1	H = 5	I = -3

CCc1cc2c(cc1-c1csc(C/C(N)=N/O)n1)C(C)(C)CCC2(C)C
  A = 0	B = -6	C = -5	D = -9	E = -7	F = -3	G = 1	H = 0	I = -2

O=C(COc1ccc(Cl)cc1)N(c1ccc(Cl)cc1)C1CN2CCC1CC2 (stereo not drawn)
  A = 10	B = -22	C = -4	D = 4	E = 44*	F = 4	G = 12	H = -21	I = -19

N#Cc1ccc2nc(-c3ccc(CN4CCC(n5c(=O)[nH]c6ccccc65)CC4)cc3)c(-c3ccccc3)nc2c1
  A = 14	B = -17	C = /	D = 17	E = /	F = 15	G = 2	H = /	I = 6
